# Assay outcomes deposited in PubChem BioAssay by National Center for Advancing Translational Sciences (NCATS).
# HCMV inh: qHTS Assay for inhibitors of the human cytomegalovirus (HCMV) | activity change, negative = inhibition, % at 57.5 µM | HFF cells, HCMV-luciferase reporter, 72 h; active compounds read low | 410,000 tested, 4.5% active; in the data active = activity change below about -60%; inconclusive = no clear call, values can overlap the other calls; inactive = above about -39%
#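 Two compound doses tested in HFFs infected with HCMV-luciferase, MOI 1 PFU/cell, 72 h at 37C. Lysate luminescence read with OneGlo; data normalized against buffer-only and 10uM Salinomycin inhibitor controls.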
# * hit, by the source's call; ? = inconclusive. % is set by controls: 0 for no effect and ±100 for the full control effect.
SMILES,HCMV inh
C[C@@H](NC(=O)[C@@H]1[C@@H](CO)[C@@H]2Cn3c(cccc3=O)[C@@H]2N1C(=O)C1CC1)c1ccccc1,1
COc1ccc(CN2C(=O)C(n3ccc4ccccc43)c3cc(OC(F)(F)F)ccc32)cc1 (stereo not drawn),-91*
O=c1oc(-c2ccccc2)cc2ccccc12,83
Fc1cccc(-c2nc3c(N4CCOCC4)nccc3[nH]2)c1,6
COc1ccccc1Cc1c(-c2ccc(C)cc2)nc2ccc(C)cn12,26
COc1cccc(NC(=O)N2CC(=O)N3[C@@H](CO)[C@@H](c4ccc(Br)cc4)[C@@H]3C2)c1,-10
Cc1ccc(C)c(S(=O)(=O)N2[C@@H]3CC[C@@H](C3)[C@H]2c2nc3c(OCC4CCOCC4)cccc3[nH]2)c1,1
CCCCNC(=O)c1nc2cc(C)c(C)cc2nc1-c1cccc(OC)c1,19
CC(C)[C@@H]1CC[C@@H](C)C[C@H]1O,44
CN1CCCCC(NC(=O)c2ccc(F)cc2)C1=O (stereo not drawn),-19
COc1ccc(OC)c(CNS(=O)(=O)c2ccccc2Br)c1,2
COc1ccc(C(=O)N2CCC(c3noc4ccccc34)CC2)cc1OC,-65*
O=[N+]([O-])c1ccccc1-c1onc(-c2ccccc2Br)c1Br,11
CCCCOCC1CN(CCCC)S(=O)(=O)c2c(cccc2N(C)S(=O)(=O)c2ccc(C)cc2)O1 (stereo not drawn),-7
O=C1CCC[C@H]2[C@@H](Cc3ccccc3)[C@@H](NS(=O)(=O)c3cc(Cl)cc(Cl)c3)CC[C@]23CCCN13,28
C[C@@H]1CN([C@@H](C)CO)C(=O)c2cc(Br)cnc2O[C@@H]1CN(C)C(=O)c1ccc(F)cc1,5
CCOC(=O)/C=C/[C@H](CC(C)C)NC(=O)C(F)(F)F,-19
O=C(Cc1ccc(NC(=O)C2CCCN(C(=O)c3ccccc3)C2)cc1)Nc1cccc(C(=O)N2CCCC2)c1 (stereo not drawn),32
Clc1cccc(Nc2nccc3[nH]c(-c4ccncc4)nc23)c1,-5
C[C@@H]1CN([C@H](C)CO)C(=O)CCCn2cc(nn2)CO[C@H]1CN(C)S(=O)(=O)c1ccc(Cl)cc1,-6
COc1ccc(S[C@]2(C(=O)N(C)C)CC(=O)N(c3ccc4ccccc4c3)[C@@H]2c2ccc(OC)cc2)cc1,19
C[C@H]1[C@H](c2ccccc2)Oc2cccc(NCCc3ccccc3)c2S(=O)(=O)N1Cc1cccc(Cl)c1,-20
O=C1CCC[C@H]2[C@@H](Cc3ccccc3)[C@@H](NS(=O)(=O)c3ccc(-c4ccccc4)cc3)CC[C@]23CCCN13,-33
O=C1CN(S(=O)(=O)Cc2ccccc2)C[C@@H]2[C@H](c3ccc(Br)cc3)[C@@H](CO)N12,7
Nc1[nH]c(=O)ncc1-c1ccc([N+](=O)[O-])cc1,-16
COC(=O)[C@]12C[C@H](CC(=O)NCC34CC5CC(CC(C5)C3)C4)C(=O)N(Cc3ccc4c(c3)OCO4)C1=C[C@H](COCc1ccccc1)O[C@@H]2C,-63*
C[C@H]1[C@@H](NC(=O)NCCCc2ccccc2)CC[C@@]23CCCN2C(=O)CCC[C@@H]13,-17
COc1cc(C(O)c2nc(C(=O)NCCN3CCOCC3)cs2)cc(OC)c1OC (stereo not drawn),-18
CCCNC(=O)[C@H]1[C@H](CO)[C@H]2Cn3c(ccc(-c4ccc(F)cc4)c3=O)[C@@H]1N2C(=O)NC(C)C,-12
O=S1(=O)N[C@H](Cc2ccccc2)COc2cccc(NCCO)c21,-4
COCCNC(=O)[C@@]1(Sc2ccc(OC)cc2)CC(=O)N[C@@H]1c1ccc(OC)cc1,-12
Cc1c(C2(O)CCCCC2)[nH]c2ccccc12,6
COC(=O)C(N)(c1ccccc1)C(Nc1cccc(OC)c1)c1ccccc1 (stereo not drawn),17
Nc1ccc2ccc(N)cc2c1,-65*
O=C(Nc1ccccc1C(=O)NCC1CC1)c1cccs1,1
CN(C(=O)CSc1ncnc2c(-c3cccs3)nsc12)C1CCCCC1,16
CCCCCCCCN1C(=O)[C@@H](CC(=O)N2CCN(C(=O)C3CC3)CC2)C[C@@]2(C(=O)OC)C1=C[C@H](C1CCCC1)O[C@@H]2C,67
C=CC(=O)Nc1cccc(Oc2nc(Nc3ccc(N4CCN(C)CC4)cc3OC)ncc2Cl)c1,?
COc1ccc(-c2nc3cnc(Nc4cccc(OC(F)(F)F)c4)cc3n2C)cc1OC,7
CCCN(CCC)Cc1cc(=O)oc2ccccc12,-16
O=C(O)Cn1cnc2c(NCc3ccccc3)ncnc21,-9
CC(C)NC(=O)N1[C@@H]2CN(C(=O)c3ccc(F)cc3)c3ccccc3[C@@H]2[C@@H]1CO,-6
C=CCN1CC(COc2ccc(OC)cc2)OCCS1(=O)=O (stereo not drawn),-8
COC(=O)[C@H](Cc1ccccc1)N1CC=CS1(=O)=O,4
CC(C)c1ccc(CN2C(=O)C(n3ccc4ccccc43)c3cccc(F)c32)cc1 (stereo not drawn),-20
C[C@H]1[C@@H](NS(=O)(=O)c2ccc(Br)cc2)CC[C@@]23CCCN2C(=O)CCC[C@@H]13,4
O=[N+]([O-])c1cccc(-c2noc3ccccc23)c1,2
O=S1(=O)CCSC[C@@H](CN2CCOCC2)N1,-7
Nc1[nH]c(C(=O)c2ccccc2)c(-c2cccnc2)c1C(=O)c1ccccc1,-3
CCOC(=O)Cc1csc2nc(-c3ccccc3)cn12,8
COc1ccc2c3c([nH]c2c1)[C@H](CO)N(C(=O)c1cccnc1)CC31CN(C(=O)c2cccnc2)C1,-2
COc1ccc(C2=NCCn3c2c2ccc(OC)cc2[n+]3[O-])cc1,32
CN(C)c1cccc(Nc2cc3[nH]c(-c4cccc(F)c4)cc3cn2)c1,-26
CC(C)C(CN1CCC(C)(c2cccc(O)c2)[C@@H](C)C1)NC(=O)C1Cc2ccc(O)cc2CN1 (stereo partly drawn),71
O=C1CCC[C@H]2[C@@H](Cc3ccccc3)[C@@H](NCc3cccs3)CC[C@]23CCCN13,-11
CCCNC(=O)N1CC2(CN(C(C)=O)C2)c2c(n(C)c3cc(OC)ccc23)[C@H]1CO,3
O=C(c1ccccc1F)N1CC(=O)N2[C@@H](CO)[C@H](c3ccc(Br)cc3)[C@@H]2C1,14
C[C@@H]1CCCCO[C@@H](CN(C)Cc2ccc(C(=O)O)cc2)[C@@H](C)CN([C@H](C)CO)C(=O)c2cc(NS(C)(=O)=O)ccc2O1,5
Cc1cccc(CN2CCSCCS2(=O)=O)c1,-2
COC(=O)Cc1nnn2c1[C@H](C)[C@H](c1cccc(OC)c1OC)OCC2,27

# Next part.
SMILES,HCMV inh
C=C1N(S(=O)(=O)C(F)(F)F)CCC12CN(Cc1ccccc1)c1ccccc12 (stereo not drawn),4
COc1ccc(Cn2cc(CN3[C@@H](c4ccccc4)COc4cc(Br)ccc4S3(=O)=O)nn2)cc1,-14
O=C(NCc1ccncn1)[C@H]1[C@H](CO)[C@H]2Cn3c(cccc3=O)[C@@H]1N2CC1CC1,1
COC(=O)c1ccc2nc(-c3ccccc3)c(Cc3cccc(Cl)c3)n2c1,64
CNc1nc2cnc(-c3cc(OC)c(OC)c(OC)c3)cc2n1Cc1ccccc1,53
COc1cc(C=NN=c2sc3ccccc3n2C)ccc1OCCO,8
CCCN(CCC)c1cc(=O)nc2ccccn12,-4
O=C1COCc2cc(-c3cccnc3)ccc2N1Cc1ccc2c(c1)OCO2,-10
Cc1ccc(-c2csc(N3CCC[C@@H]3C(=O)NCCn3c([C@H](C)N)nc4ccccc43)n2)cc1,0
COCC(=O)N1[C@@H]2c3cccc(=O)n3C[C@@H]2[C@@H](CO)[C@@H]1C(=O)NCc1ccccc1F,0
O=S(=O)(c1cccs1)N1CCC[C@@H]1c1noc2ccccc12,?
COC(=O)Cc1nnn2c1CC(OC)c1cc(Br)ccc1-2 (stereo not drawn),-31
COCCN(C)c1ccc2c(-c3ccccc3OC)noc2n1,32
CCC(=C(c1ccccc1)c1ccc(OCCN(C)C)cc1)c1ccccc1,?
C[C@@H]1CN([C@H](C)CO)C(=O)c2ccccc2-c2ccccc2CO[C@@H]1CN(C)C(=O)Nc1ccccc1,-21
C#CCN(C[C@H]1[C@H](OC(=O)Nc2c(C)noc2C)[C@H](OC(=O)Nc2c(C)noc2C)CN(C(=O)OC(C)C)N1C(=O)OC(C)C)S(=O)(=O)c1ccc(C)cc1,-25
N#Cc1ccc(CC(O)c2nc(C(=O)Nc3ccccc3)cs2)cc1 (stereo not drawn),-100*
CN1OC(C)(CC(=O)NCc2nccs2)N=C1c1cccc(Br)c1 (stereo not drawn),-11
CC(C)c1[nH]nc2c1C(c1ccc(F)cc1)NC2=O (stereo not drawn),34
Cc1cccc(Nc2cc3[nH]c(-c4ccccc4)cc3cn2)c1,-22
COCCNC(=O)C1(C)CCN(C(=O)c2cc(-c3cccs3)oc2C)C1 (stereo not drawn),-21
CC1CN=C(c2cc(Cl)c(N)c(Cl)c2)c2c3ccc(C(F)(F)F)cc3nn21 (stereo not drawn),63
COc1cc(Nc2cc3c(cn2)cc(-c2cccnc2)n3C)cc(C(F)(F)F)c1,0
COC(=O)c1ccc2nc(-c3ccc(Cl)cc3)c(Cc3ccccc3)n2c1,23
C[C@@H]1ON(C)[C@H]2C[C@H]3c4[nH]c5c(-c6ccc(C(F)(F)F)cc6)cccc5c4CCN3C(=O)[C@@H]12,40
CC(=O)c1ccccc1NC(C(=O)Nc1c(C)cccc1C)C1CCCC1 (stereo not drawn),-5
O=C(NCCO)c1cccc(-c2cc(Nc3ccc(OC(F)(F)F)cc3)ncn2)c1,-28
COC(=O)[C@@H]1[C@@H](CO)[C@@H]2Cn3c(ccc(Br)c3=O)[C@H]1N2C(=O)c1ccncc1,-3
O=C(NCc1ccc(F)cc1)[C@@H]1[C@@H](CO)[C@@H]2Cn3c(cccc3=O)[C@H]1N2CC1CCCC1,-2
CCCCNc1ccc2c(c1)OC[C@@H](Cc1ccccc1)NS2(=O)=O,1
Cc1ccc(Cc2c(-c3cccc(Br)c3)nc3ccc(C)cn23)cc1,58
O=Cc1ccccc1Cl,-23
O=C1CCC[C@H]2[C@@H](Cc3ccccc3)[C@H](NCC3CCCCC3)CC[C@]23CCCN13,9
O=c1[nH]c2cc(O)ccc2c2ccccc12,24
Nc1[nH]c(C(=O)c2ccccc2)c(-c2cccc(C(F)(F)F)c2)c1C(=O)NCCc1c[nH]c2ccccc12,-72*
COC(=O)[C@]1(C#N)[C@H](CC(C)C)C(=O)N(Cc2ccc(Cl)cc2)[C@@H]1c1ccc(OC)cc1,10
COc1ccccc1Cc1c(-c2ccccc2)nc2c3ccccc3ccn12,103
C[C@H]1[C@H](c2ccccc2)Oc2ccc(Cl)cc2S(=O)(=O)N1C[C@@H]1CCCN1C(=O)OC(C)(C)C,-29
C[C@H](O)[C@@H]1C(=O)N2CCc3c([nH]c4cccc(-c5ccccc5)c34)[C@@H]2C[C@@H]1N(C)CC1CCCCC1,69
C[C@@H]1CN([C@@H](C)CO)C(=O)CCCn2cc(nn2)CO[C@H]1CN(C)C(=O)Nc1ccc(C(F)(F)F)cc1,9
O=C1CC[C@@H](S(=O)(=O)c2ccccc2)[C@H](c2ccccc2)N1Cc1ccccc1,-15
CCN(C)C(=O)C1=COC2=NC(=O)N(Cc3ccccc3C(F)(F)F)CCN12,-2
CCCCNC(=O)c1nc2cc(C)c(C)cc2nc1-c1ccc2c(c1)OCO2,31
O=C(NCc1ccccc1F)[C@H]1[C@H](CO)[C@H]2Cn3c(cccc3=O)[C@H]2N1CC1CC1,3
OC(c1cccc(Cl)c1)c1nnc(Nc2cccc(Oc3ccccc3)c2)s1 (stereo not drawn),-19

# Only part of the results is shown; rates above refer to the full screens.
